All columns: NCI-60 one-dose screen, growth in % after 48 h at 10 µM unless noted; 100 = growth as untreated, 0 = no growth, -100 = all killed.
A549/ATCC: A549/ATCC NSCLC; 81,000 compounds, 3.7% hits; AID 1794740
EKVX: EKVX NSCLC. 71,000 compounds, 3% hits. AID 1794765
RPMI-8226: RPMI-8226 leukemia cells; 77,000 compounds, 7.5% hits
SR: SR leukemia cells; 73,000 compounds, 8.7% hits; AID 1794780
CCRF-CEM: CCRF-CEM leukemia. 77,000 compounds, 7% hits
MOLT-4: MOLT-4 leukemia cells; 80,000 compounds, 6.9% hits
HOP-92: HOP-92 NSCLC cells | 71,000 compounds, 6.3% hits | AID 1794738
HOP-62: HOP-62 NSCLC | 80,000 compounds, 3.9% hits | AID 1794735
An asterisk follows results filed as active; nt = no result given; & = joins results of further samples; [ ] = another dose, or the depositor's remark. How the source made its calls: active means growth percent below 10; inactive means the rest. Rows are unselected (roughly 12% active in at least one column).

SMILES	A549/ATCC	EKVX	RPMI-8226	SR	CCRF-CEM	MOLT-4	HOP-92	HOP-62
COc1ccc(-c2cnc3sc(C(=O)NN)c(C)n23)cc1	104	84	98	85	82	89	114	105
O=C(NC(Cc1ccccc1)C(=O)CCl)OCc1ccccc1 (stereo not given)	116	nt	9.5*	nt	-4.6*	12	73	87
CSc1nc2c(c(=O)n1C)C1(C(=O)N(C)c3ccccc31)c1c(nc(SC)n(C)c1=O)N2	120	100	114	101	107	99	92	122
CN1c2ccccc2Sc2c(C(=O)O)cccc21	98	98	109	95	112	97	99	95
COCc1cc2c(cn1)CN(C(=O)Nc1nc(-c3cncs3)ccc1N)C2	107	105	102	82	122	105	85	91
CC(=O)c1cccc(N)c1	98	109	114	112	112	134	106	110
CCOC(=O)c1cn2c3c(cccc3c1=O)C(=O)/C(=C/c1cccc(Cl)c1Cl)C2	98	99	92	nt	99	102	64	82
COc1ccc(-c2nc3sc(-c4ccc(OC)cc4)c(-c4ccc(OC)cc4)n3c2/C=C/c2ccc(C(C)C)cc2)cc1	95	nt	97	97	96	nt	nt	95
N#Cc1c(N=Cc2ccc(N3CCOCC3)cc2)oc(-c2ccccc2)c1-c1ccccc1	103	97	109	92	97	102	nt	101
COc1cc2c(cc1OC)C(C(CCCCCC(CCC(C)C)C1NCCc3cc(OC)c(OC)cc31)CCC(C)C)NCC2 (stereo not given)	-93*	-74*	-57*	12	-74*	2.9*	-90*	-97*
CCOC(=O)N/N=C/c1ccc([N+](=O)[O-])cc1	91	99	97	96	98	95	107	93
O=S(OCC1COS(=O)O1)OCC1COS(=O)O1 (stereo not given)	104	120	88	102	108	120	nt	100
CNC(=O)c1cc(Oc2ccc3c(c2)sc2nc(-c4ccc(OC)cc4)cn23)ccn1	16	53	20	38	67	77	35	19
O=C(O)c1cc(NCc2cccc(Cl)c2)ccc1N1CCOCC1	97	99	114	103	108	103	117	106
CCOC(=O)NCCCCNC(=O)OCC	100	nt	103	85	nt	94	nt	104
N#Cc1ccccc1NC(=O)Nc1ccc(Cl)cc1Cl	94[100 µM]	83[100 µM]	78[100 µM]	81[100 µM]	91[100 µM]	84[100 µM]	60[100 µM]	88[100 µM]
O=C(O)CN(CC(=O)O)C1CCCCC1N(CC(=O)O)CC(=O)O (stereo not given)	101	102	88	99	95	100	81	91
COc1ccc(-c2cc(-c3cnccn3)nc(N)c2C#N)cc1OC	81	106	97	104	86	97	79	94
CC(C)(C)c1cc(O)c(O)c(C(C)(C)C)c1	21	nt	nt	11	nt	6.6*	nt	65
Cc1ccc(C(=O)CSc2nc3ccc(C)cc3c(=O)n2-c2ccccc2)cc1	100	95	97	119	82	95	88	89
O=C(O)/C=C/c1c(Cl)n(Cc2ccc(Cl)cc2)c2ccccc12	107	102	86	92	91	114	79	nt
O=C(Nc1ccccc1)Oc1ccc(Br)cc1Br	99	nt	100	94	97	99	87	102
CCN(CC)c1ccc(N=Nc2ccc(C)cc2)cc1	nt	91	nt	82	89	78	nt	115
Cc1[nH]c(C2CC(c3cccs3)=NN2C)c(C)c1C(=O)NCC(F)(F)F (stereo not given)	100	100	94	95	97	96	104	110
Cc1ccc(O)cc1	102	101&101	100&105	105&94	110&98	96&104	99&94	102&106
N=C(c1cccs1)c1ccccc1Cc1ccccc1	85	nt	90	78	86	81	nt	101
Cc1cccc(OCC(O)CN2CCOCC2)c1 (stereo not given)	89	112	119	78	139	93	nt	104
FC(F)Oc1ccc(C(Nc2ccc(Br)cc2)c2nnnn2C2CCCCC2)cc1OCC1CC1 (stereo not given)	87	85	55	93	86	69	80	99
COC(=O)c1ccc(O)c(CN(C)C)c1	98	105	111	nt	103	103	80	108
Cc1ccc(/C=C/c2c(C(=O)/C=C/c3ccccc3)c(C)nc3ccccc23)cc1	31	46	-7.9*	13	5.4*	6.1*	89	-18*
S=c1nc[nH]c2nc[nH]c12	85	90	25	18	13	11	51[50 µM]	nt
C=C(C)Cc1c(C)c(Cl)cc(Cl)c1O	91	nt	98	93	93	105	86	94
CCOc1ccc(C2N(C)c3ccccc3N2C)cc1	66	nt	75	40	75	58	78	91
C[Si](C)(Oc1ccc(Cl)cc1)Oc1ccc(Cl)cc1	86	94	102	93	95	90	nt	87
CN1CCc2cc(O)c(O)cc2C1Cc1ccc(O)c(O)c1 (stereo not given)	89	112	104	94	103	108	nt	99
C[C@H](Nc1nc(N2CCOc3ccccc32)nc2ccccc12)c1ccccc1	79	57	66	57	69	58	54	91
Nc1ccccc1CCc1ccccc1N	88	89	79	92	65	77	76	107
O=c1[nH]c2ccc(Oc3ncccn3)cc2c(=O)n1Cc1cccc(NS(=O)(=O)c2cccc(F)c2)c1	90	91	72	nt	93	75	61	79
CC(=O)OCC(C)(COC(C)=O)[N+](=O)[O-]	104	nt	98	88	nt	99	85	100
CCN(CC)c1ccc2cc(C(=O)NCCOCCOCCOCCn3cc(CCC(=O)Nc4ccc(C(=O)c5ccc(NC(=O)OC(C)(C)C)cc5)cc4)nn3)c(=O)oc2c1	73	73	16	44	19	21	86	53

Compounds above with a nitro group on carbon:
SMILES	A549/ATCC	EKVX	RPMI-8226	SR	CCRF-CEM	MOLT-4	HOP-92	HOP-62
CCOC(=O)N/N=C/c1ccc([N+](=O)[O-])cc1	91	99	97	96	98	95	107	93
CC(=O)OCC(C)(COC(C)=O)[N+](=O)[O-]	104	nt	98	88	nt	99	85	100

Next section:
SMILES	A549/ATCC	EKVX	RPMI-8226	SR	CCRF-CEM	MOLT-4	HOP-92	HOP-62
O=C(O)CNC(=O)Nc1ccccc1	100	85	126	95	nt	93	123	87
O=C(/C(=C/c1ccc(F)cc1)c1ccccc1)c1ccc(O)cc1	87	93	70	127	84	87	nt	95
Clc1ccc(Br)c(-c2nc3ccccc3[nH]2)c1	96&93	83	82&99	95&58	96&96	96&98	87&108	112&92
Clc1cc(-c2ccccc2)nc(Cl)n1	96	100	107	104	98	106	117	93
O=C1OC2CC1(O)CC(O)C2O (stereo not given)	104	114	100	96	97	96	92	99
COC(=O)c1ccc(C(=O)c2ccccc2)cc1	99	nt	97	94	93	92	nt	109
Cc1cc2nc3cc(C)c(N)cc3[n+](-c3ccccc3)c2cc1N	75	47	41	nt	58	53	41	53
O=C(O)c1cc2ccccc2nc1C(=O)O	88	95	99	96	102	98	90	90
CN1CC(O)(C(O)C(O)C(O)CO)SC1=S (stereo not given)	96	84	111	104	101	107	nt	99
Cc1nc2cc(O)c(O)cc2cc1Oc1ccc(NC(=O)Nc2ccc(Cl)c(Cl)c2)cc1	50	99	76	9.0*	20	13	38	36
O=C(CCc1nnc(CN(c2ccccc2)c2ccccc2)o1)c1nc2ccccc2[nH]1	95	63	71	nt	78	56	61	89
CC(=O)CC/C=C(\C)[C@H](O)[C@H](C)C(=O)O[C@H]1C[C@H](C)C=C2C=C[C@@]3(C)O[C@@H](O)CC(=O)[C@]3(C)[C@H]21	-11*	-29*	-19*	0.3*	4.3*	-7.9*	-32*	-32*
COc1ccc(-n2nc(C(=O)NCc3cc(F)cc(F)c3)nc2-c2cc(OC)c(OC)c(OC)c2)cc1OC	91	93	nt	97	nt	105	nt	84
Nc1ccc(C(=O)c2ccc(N)c(Br)c2)cc1Br	18	51	31	26	13	36	35	30
O=C(NCc1ccc(F)cc1)C1CN(c2ccc(Cl)cc2)N(c2ccc(Cl)cc2)C1=O (stereo not given)	49	75	73	24	62	37	91	61
Nc1ccc(-c2nnc3sc(-c4ccc(F)cc4)nn23)cc1	101	93	104	101	101	97	116	105
NNC(=O)c1nc2ccccc2[nH]1	61	102	nt	96	109	80	98	97
CCCCN(CCCC)C(=O)CC	106	105	115	102	97	98	96	119
Clc1cc(Cl)c(Cl)nn1	58	115	76	72	89	nt	92	94
COc1cc(-c2nc3ccccc3[nH]2)cc(CN2CCN(c3ccccc3)CC2)c1O	71	67	84	84	nt	66	72	105
O=C(CCl)NC1c2ccccc2Oc2ccccc21	72	nt	50	34	nt	63	nt	76
CCOC(=O)/C(C#N)=C(\C)CCc1ccccc1	90	105	61	153	102	153	82	85
CCS(=O)(=O)c1ccc2c(c1)N1C(=NS(=O)(=O)c3cnccc31)O2	76	97	97	99	91	76	19	99
O=c1nc(Nc2nc3ccccc3[nH]2)[nH]c(=O)c2ncccc12	103	94	109	94	101	104	74	87
CCOC(C)Oc1ccccc1 (stereo not given)	107	93	103	101	106	104	nt	82
CCOC(=O)c1cc(=O)c(SC(=S)N2CCCC2)co1	98	85	103	95	107	104	104	100
CSc1nc2nnc(N)c(=O)n2[nH]1	102	97	99	99	103	104	98	94
O=C(Cn1nnc2ccccc21)N/N=C/c1ccc(O)c(O)c1	96	111	102	99	89	92	101	106
O=C1NC(=O)C2(CCCCC2C2CCCCC2)N1 (stereo not given)	104&101	94&103	112&107	111&98	109&102	112&98	71&77	100&99
CCOC(=O)/C(C#N)=C\c1cccc2ccccc12	76	106	109	93	107	93	89	77

Two entries picked at random from those above:
SMILES	A549/ATCC	EKVX	RPMI-8226	SR	CCRF-CEM	MOLT-4	HOP-92	HOP-62
O=c1nc(Nc2nc3ccccc3[nH]2)[nH]c(=O)c2ncccc12	103	94	109	94	101	104	74	87
CCOC(=O)c1cc(=O)c(SC(=S)N2CCCC2)co1	98	85	103	95	107	104	104	100

Remaining list, next part:
SMILES	A549/ATCC	EKVX	RPMI-8226	SR	CCRF-CEM	MOLT-4	HOP-92	HOP-62
NC(N)=N/N=C/CN1C(=O)c2ccccc2C1=O	101	106	117	101	107	90	92	96
CNc1oc(-c2cccc3ccccc23)nc1C#N	95	40	96	94	104	87	84	91
COc1cc2cc(Oc3ccc(NC(=O)c4cccc(C(F)(F)F)c4)cc3)c(C)nc2cc1OCCN1CCCCC1	19	93	-10*	-41*	6.4*	1.5*	44	98
CCOC(=O)COc1ccc(NC(=O)C2CCCCC2)cc1	99	93	101	100	nt	100	100	96
CCOC(=O)c1[nH]c(=S)nc(-c2ccc(F)cc2)c1C(=O)c1ccc(Br)cc1	99	104	114	96	113	94	106	102
Nc1nc(N)nc(-c2cc(Br)cc(Br)c2O)n1	98	110	105	nt	105	nt	86	101
CCN1CC(=O)N2[C@H](c3ccc(Cl)cc3)c3[nH]c4ccccc4c3C[C@@H]2C1=O	106	87	97	86	124	70	106	98
CCNC(=O)OCCO[C@H]1Cc2cc3ccc(=O)oc3cc2OC1(C)C	103	97	103	127	106	106	103	104
CC1C/C=C/C=C/C=C/C=C/C(O[C@@H]2O[C@H](C)[C@@H](O)[C@H](N)[C@@H]2O)CC2OC(O)(CC(O)CC3OC3/C=C/C(=O)O1)CC(O)C2C(=O)O (stereo not given in full)	97	95	117	92	107	95	102	113
CCOC1Oc2ccc(C)cc2C(=O)/C1=C\Nc1cccc(S(N)(=O)=O)c1 (stereo not given)	108	115	nt	nt	80	nt	88	85
COc1ccc(-c2c(-c3cccc(OC)c3)sc3nc(-c4ccc(Cl)cc4)c(/C=C/c4cc(OC)c(OC)c(OC)c4)n23)cc1	90	nt	88	87	83	nt	nt	95
O=C(/C=C(/C=C/c1ccc(OCc2ccccc2)c(OCc2ccccc2)c1)OB(F)F)/C=C/c1ccc(OCc2ccccc2)c(OCc2ccccc2)c1	93	101	105	99	98	107	96	95
CCN1CCN(CC(=O)N2c3cccc4cccc(c34)N(C(=O)CN3CCN(CC)CC3)C2c2cn(-c3ccccc3)nc2-c2cccc([N+](=O)[O-])c2)CC1	13	37	-39*	-48*	-34*	-34*	61	0.2*
Clc1ccc(CSc2nnc3c(n2)[nH]c2ccccc23)cc1	107	104	91	nt	103	97	86	114
CCNc1nc2ccccc2c2c(=O)c3ccccc3sc12	92	61	76	59	80	86	53	87
CCOC(=O)C1CCCC1	98	nt	109	108	nt	102	68	95
CN(C)c1ccc(/C=C/c2ccc3ccccc3n2)cc1	101	81	80	nt	108	202	95	125
COc1cc(-c2cc(C(=O)N3CCN(C(=O)c4ccccc4NCc4cccs4)CC3)nc3cc(-c4ccccc4)nn23)cc(OC)c1OC	51	94	75	23	74	79	nt	88
COc1cc(/C=C/C(=O)c2c(C)oc3nc[nH]c(=O)c23)ccc1O	101	98	122	126	nt	104	116	94
CCCCCCCCCCCCCCCCNC(=S)N/N=C/c1ccc(C(C)C)cc1	94	103	93	106	100	105	101	103

For convenience, part of the list above:
SMILES	A549/ATCC	EKVX	RPMI-8226	SR	CCRF-CEM	MOLT-4	HOP-92	HOP-62
COc1ccc(-c2cnc3sc(C(=O)NN)c(C)n23)cc1	104	84	98	85	82	89	114	105
O=C(NC(Cc1ccccc1)C(=O)CCl)OCc1ccccc1 (stereo not given)	116	nt	9.5*	nt	-4.6*	12	73	87
CSc1nc2c(c(=O)n1C)C1(C(=O)N(C)c3ccccc31)c1c(nc(SC)n(C)c1=O)N2	120	100	114	101	107	99	92	122
CN1c2ccccc2Sc2c(C(=O)O)cccc21	98	98	109	95	112	97	99	95
COCc1cc2c(cn1)CN(C(=O)Nc1nc(-c3cncs3)ccc1N)C2	107	105	102	82	122	105	85	91

Later entries:
SMILES	A549/ATCC	EKVX	RPMI-8226	SR	CCRF-CEM	MOLT-4	HOP-92	HOP-62
CC(C)(C)N1Oc2cnccc2C1c1ccccc1 (stereo not given)	106	102	101	86	nt	91	nt	107
O=C1CCN(Cc2ccccc2)C(=S)N1	105&107	118&111	102&94	101&65	98&86	99&78	92&70	103&101
CN(C)Cc1cc(C(C)(C)CC(C)(C)C)cc(CN(C)C)c1O	97	89	92	86	100	96	58	97
COC(=O)C1(C)COP(=O)(NC23CC4CC(CC(C4)C2)C3)OC1 (stereo not given)	100	98	96	114	98	109	84	99
CCCCC(CC)CNC(c1ccccc1)c1ccccc1 (stereo not given)	115	nt	110	98	107	100	92	100
Cc1nc(N)sc1C(=O)/C=C/c1cc(Br)cc(Br)c1O	89	nt	93	90	73	93	101	87
CCCC(O)(c1ccccc1)C(c1ccccc1)c1ccccn1 (stereo not given)	102	107	nt	94	107	96	nt	103
CC(C)CCCCCCCOC(OCCCCCCCC(C)C)OCCCCCCCC(C)C	96	nt	102	107	nt	93	108	104
